dFosB act: mouse delta FosB homodimer activation; actives 0.99% (n = 340,000); activation, % at 25 µM; purified delta FosB, TAMRA-CDK5 oligo fluorescence polarization; percent of positive-control signal above neutral wells;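 active = mean activation above about 17%, with every replicate also reaching it, limit read from the data, passing the limit was not always enough; inconclusive = only one of the two conditions met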;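 also: fluorescence polarization rise as delta FosB binds a TAMRA Cdk5 AP-1 oligo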
Target sequence (P13346 whole entry, looked up): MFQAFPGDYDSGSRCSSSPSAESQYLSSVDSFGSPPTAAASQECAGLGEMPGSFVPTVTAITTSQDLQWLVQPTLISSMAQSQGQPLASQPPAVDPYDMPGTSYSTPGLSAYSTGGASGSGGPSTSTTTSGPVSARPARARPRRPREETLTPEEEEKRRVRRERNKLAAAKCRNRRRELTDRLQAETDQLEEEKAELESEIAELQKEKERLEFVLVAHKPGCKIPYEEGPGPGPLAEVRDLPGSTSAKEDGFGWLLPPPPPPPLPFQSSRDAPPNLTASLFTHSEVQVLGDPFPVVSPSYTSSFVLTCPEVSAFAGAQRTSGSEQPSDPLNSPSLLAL
HTR5A inv ag: counter-screen for OPRM1-OPRD1 inverse agonists: human HTR5A inverse agonism | AID 504634 | actives 0.083% (n = 340,000) | P47898 | HTR5A cell line, luminescence | inhibition, % at 9.3 µM; in the data active = inhibition mostly above about 23%, no sharp cut-off; inactive = mostly below about 18%;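 also: 0% = cells with DMSO and 100% = no-cell wells with DMSO; some compounds called inactive have numbers as strong as hits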
NSD2 inh: inhibitors of human histone methyltransferase NSD2 | O96028 | NSD2 peptide methylation, AlphaScreen, 120 min | inhibition, % at 12.5 µM | actives 0.54% (n = 310,000); in the data active = inhibition above about 50%
MITF act: activators of MITF-driven TRPM1 promoter activity in SK-MEL-5 cells; AID 588334; activation, % at 12.5 µM; actives 0.75% (n = 300,000); SK-MEL-5 TRPM1-promoter luciferase, 24 h; % of positive control, neutral wells = 0;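 active = mean activation of at least 80% with every replicate also reaching 80%; inconclusive = mean reaches 80% but some replicate falls short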;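 also: 0% = neutral control wells and 100% = parthenolide positive control wells; values of inactives mirror those of a sister screen read the other way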
Wnt act: activators of Wnt/beta-catenin signaling; activation, % at 9.35 µM; AID 743398; Wnt/beta-catenin reporter cell assay, activator, plate reader; actives 1.2% (n = 300,000); in the data active = activation above about 30%, passing the limit was not always enough; inconclusive = no clear call, values can overlap the other calls;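 also: 0% = neutral control wells and 100% = positive control wells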
CDK5 inh: blocks human CDK5/p35 kinase activity. AID 488839. actives 0.01% (n = 330,000). inhibition, % at 10 µM. Recombinant CDK5/p35, ADP-Glo luminescence, 60 min. Q00535+Q15078;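 active = highest replicate inhibition of at least 50% and at least 75% of replicates reaching 50%; inconclusive = only one of the two criteria met; inactive = both criteria failed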;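 also: plate controls were DMSO neutral control for no effect and GW8510 at 10 µM for full effect; many of its hits are not listed in these tables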
HTR5A ag: activates human HTR5A in OPRM1-OPRD1 agonist counter-screen | actives 0.61% (n = 340,000) | activation, % at 9.3 µM | HTR5A agonist assay, luminescence, cell-based | P47898; in the data active = activation mostly above about 9.5%, no sharp cut-off; inactive = mostly below about 7.6%;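 also: 0% = cells with vehicle only and 100% = reference agonist; strong numbers were not always called active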
PvdQ acylase: P. aeruginosa PvdQ acylase inhibition; purified PvdQ acylase, fluorescence plate reader; inhibition, % at 10 µM; actives 0.063% (n = 340,000); AID 488965; in the data active = inhibition above about 30%, passing the limit was not always enough; inconclusive = no clear call, values can overlap the other calls;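 also: 0% = vehicle neutral wells and 100% = reference inhibitor wells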
SR-BI HDL uptake: blocks mouse SR-BI lipid uptake from DiI-HDL; Q61009; ldlA[mSR-BI] CHO cells, DiI-HDL uptake fluorescence, 3 h; inhibition, % at 12.5 µM; actives 0.96% (n = 320,000); AID 488896;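 active = mean replicate inhibition of at least 70% and a set share of replicates each scoring 70 or more; inconclusive = meets just one of the two criteria; inactive = fails both criteria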;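 also: 0% = median of neutral control wells and 100% = median of positive control wells; values of inactives mirror those of a sister screen read the other way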
Target sequence (Q61009 whole entry, looked up): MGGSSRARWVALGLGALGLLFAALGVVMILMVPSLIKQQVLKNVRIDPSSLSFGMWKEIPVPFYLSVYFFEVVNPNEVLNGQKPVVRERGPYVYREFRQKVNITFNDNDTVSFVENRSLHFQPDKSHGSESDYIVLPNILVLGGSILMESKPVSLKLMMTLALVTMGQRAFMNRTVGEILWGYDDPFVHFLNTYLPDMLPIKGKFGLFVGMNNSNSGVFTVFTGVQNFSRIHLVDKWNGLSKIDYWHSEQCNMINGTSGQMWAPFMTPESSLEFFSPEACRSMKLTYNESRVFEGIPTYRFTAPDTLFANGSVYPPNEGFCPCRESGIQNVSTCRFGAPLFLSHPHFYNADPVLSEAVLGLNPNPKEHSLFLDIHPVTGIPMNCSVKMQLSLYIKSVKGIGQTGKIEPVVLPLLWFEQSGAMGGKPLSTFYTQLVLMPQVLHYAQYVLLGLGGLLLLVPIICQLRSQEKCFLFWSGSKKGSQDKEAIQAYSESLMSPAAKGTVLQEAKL
V-ATPase pH: alters yeast V-ATPase proton transport. S. cerevisiae, pHLuorin cytosolic pH fluorescence. response, % at 10 µM. actives 0.37% (n = 350,000). AID 504577; in the data active = response mostly above about 7.3%, no sharp cut-off; inactive = mostly below about 5.4%; also: actives read high; inactives centre near 0; some compounds called inactive have numbers as strong as hits; reference of the scale not given here
Numbers without * were called inactive; ? = inconclusive; nt = no result given; & = joins results of further samples.

entry	compound	MITF act	HTR5A inv ag	PvdQ acylase	CDK5 inh	HTR5A ag	dFosB act	SR-BI HDL uptake	Wnt act	V-ATPase pH	NSD2 inh
1	CC(C)C[C@H](NC(=O)N1CC(=O)Nc2ccccc21)C(=O)N[C@@H](Cc1ccccc1)C(=O)O	-6	-24	-10	-1.2	-5	-2	-11	-2	-3	nt
2	CCCC(=O)Nc1nnc(CCN2CCCCC2)s1	nt	-17	8	0.5	0	4	-7	nt	-2	0
3	COc1ccc(NC(=O)CSc2nc(N)c3cc4c(nc3n2)CC(C)(C)OC4)cc1	nt	-6	-14	-0.7	-3	-4	46	5	-1	-2
4	CC(=O)c1cc(CN2CCN(CCC(C)C)C(CCO)C2)cs1 (centres undefined)	-4	-7	-18	-0.5	1	6	nt	-2	7	9
5	COCCCNC(=O)CNC(=S)N(Cc1ccccc1F)C1CCCCC1	2	-3	-3	-0.1	1	4	-4	nt	1	1
6	CCc1noc(C)c1C(=O)N1CCCSC1=Nc1ccccc1OC	-6	-2	-2	0.6	-2	-4	8	-3	-4	nt
7	O=C(Nc1ccc(O)cc1C(=O)O)c1cccs1	10	8	-14	-0.3	-3	-1	-1	-2	0	-2
8	Cc1cccc2nc(CSc3nnc(N)s3)cn12	-5	13	2	-0.6	3	1	-13	3	-3	-2
9	CCOC(=O)C1=C(C)Nc2sc(C(=O)c3ccc(C)cc3)c(N)c2C1c1ccc(C(=O)OC)cc1 (centres undefined)	2	19	2	0.1	-1	-4	22	-5	-4	-4&-3
10	CN(C)CCCn1c(NC(=O)C2CCCCC2)nc2ccccc21	16	-15	-6	-0.6	2	2	-11	-5	-1	-2

Nos. 1 through 2, quoted:
entry	compound	MITF act	HTR5A inv ag	PvdQ acylase	CDK5 inh	HTR5A ag	dFosB act	SR-BI HDL uptake	Wnt act	V-ATPase pH	NSD2 inh
1	CC(C)C[C@H](NC(=O)N1CC(=O)Nc2ccccc21)C(=O)N[C@@H](Cc1ccccc1)C(=O)O	-6	-24	-10	-1.2	-5	-2	-11	-2	-3	nt
2	CCCC(=O)Nc1nnc(CCN2CCCCC2)s1	nt	-17	8	0.5	0	4	-7	nt	-2	0

New compounds follow:
entry	compound	MITF act	HTR5A inv ag	PvdQ acylase	CDK5 inh	HTR5A ag	dFosB act	SR-BI HDL uptake	Wnt act	V-ATPase pH	NSD2 inh
11	Nc1ccc(N)c(C(=O)O)c1	-24	3	-5	0.8	0	-25	-12	-2	-2	nt
12	COc1ccccc1NC(=O)N(CCN1CCOCC1)Cc1cc2cc(C)cc(C)c2[nH]c1=O	2	11	-9	2.1	-4	1	5	1	-1	nt
13	CCc1nnc(NC(=O)CSCc2cc(=O)n3nc(C)sc3n2)s1	-12	-3	-1	0.3	1	-3	-10	-1	4	5
14	O=C(CCSCc1ccc(Cl)cc1)NCc1ccco1	-2	9	-11	-0.6	-2	0	-4	0	-2	4
15	CNc1ccccc1-c1nc2ccccc2n(C)c1=O	-14	-59	-9	-0.6	-5	3	-2	nt	3	10
16	CSCc1cc(N2CCOCC2)nc(-c2ccccc2)n1	-13	-4	-1	-0.7	1	4	7	-1	4	-1
17	O=C(CSc1ncn(-c2ccccc2)n1)c1cccs1	90*	-3	0	1.3	-3	-1	-7	?	1	0
18	O=C1c2ccccc2C(=O)N1CC1c2ccccc2CCN1C(=O)CN1CCOCC1 (centres undefined)	8	-27	-15	-3.9	11*	-10	-13	-15	3	0
19	C=CCSc1nnc(-c2nnc(SCC=C)n2-c2ccccc2)n1-c1ccccc1	-9	16	-3	-2.7	0	-6	-19	2	4	-1
20	Cc1nnc(NC(=O)c2ccccc2Oc2ccccc2)s1	-1	-4	3	-1.9	1	-14	-1	-2	0	-3

One compound at a time, as listed above.
Cc1nnc(NC(=O)c2ccccc2Oc2ccccc2)s1 as listed: MITF act: -1; HTR5A inv ag: -4; PvdQ acylase: 3; CDK5 inh: -1.9; HTR5A ag: 1; dFosB act: -14; SR-BI HDL uptake: -1; Wnt act: -2; V-ATPase pH: 0; NSD2 inh: -3
O=C(CCSCc1ccc(Cl)cc1)NCc1ccco1 as listed: MITF act: -2; HTR5A inv ag: 9; PvdQ acylase: -11; CDK5 inh: -0.6; HTR5A ag: -2; dFosB act: 0; SR-BI HDL uptake: -4; Wnt act: 0; V-ATPase pH: -2; NSD2 inh: 4

Additional compounds follow.
entry	compound	MITF act	HTR5A inv ag	PvdQ acylase	CDK5 inh	HTR5A ag	dFosB act	SR-BI HDL uptake	Wnt act	V-ATPase pH	NSD2 inh
21	CC(C)(C)c1ccc(N/N=C(\C#N)S(=O)(=O)C(C)(C)C)cc1	-9	1	-12	-1.9	0	-8	27	-12	0	8
22	COc1ccc(NC(=O)N2CCC(Cc3ccccc3)CC2)cc1	0	22	8	-1.4	0	-1	17	nt	-2	-1
23	Cc1cc(C)c(C)c(S(=O)(=O)NCc2ccc(C(=O)NCC3CCCO3)cc2)c1C (centres undefined)	4	9	3	0.0	6	-8	12	-3	2	1
24	O=C(NCc1ccco1)Nc1cccc(-c2ccccc2)c1	-2	-4	-10	-0.4	1	0	27	2	-3	3
25	CC(C)c1ccc(OCc2ccc(C(=O)NN3CCN(C)CC3)o2)cc1	47	1	-17	-2.2	1	-2	-41	nt	nt	0
26	CN(CC(=O)NCCCc1ccccc1)S(=O)(=O)c1ccc(Br)cc1	nt	-9	13	0.5	6	2	-7	0	1	2
27	CC1CCN(C(=O)CSc2ccc(-c3ccc4c(c3)OCCO4)nn2)CC1	nt	-11	-15	1.0	4	-11	nt	7	1	-2
28	Cc1c(OCC(=O)N(C)c2ccccc2)ccc2c3c(c(=O)oc12)CCC3	7	6	-2	-2.5	1	-18	nt	-3	2	0
29	O=C(NCc1ccccc1)c1ccc2c(=O)n(CCCN3CCCC3=O)c(=S)[nH]c2c1	nt	-8	-1	-0.4	-1	-1	12	nt	-2	1
30	O=C(O)c1cccc(COc2cccc3ccccc23)c1	nt	-28	-16	-3.2	6	-9	2	26	2	18

New compounds follow:
entry	compound	MITF act	HTR5A inv ag	PvdQ acylase	CDK5 inh	HTR5A ag	dFosB act	SR-BI HDL uptake	Wnt act	V-ATPase pH	NSD2 inh
31	CSc1nc(N)c(C#N)c(-c2ccccc2Cl)c1C#N	-8	-4	13	0.6	-4	-24	5	nt	-2	2
32	CCn1c(SCC(=O)N2CCCCC2)nc2c(c1=O)SCC2	2	-12	-12	-0.6	2	-8	-40	-2	6	-1
33	N=c1sccn1CC(=O)Nc1ccc(Cl)c(S(=O)(=O)N2CCOCC2)c1	10	0	-16	0.7	-1	-9	2	-2	3	-1
34	CCOC(=O)c1c(C)[nH]c(C2=NNC(=Nc3ccccc3)SC2)c1C	14	-1	-21	-1.0	0	-7	31	19	8	5
35	CC(C)(C)c1cc(NC(=O)Nc2ccccc2OC(F)(F)F)no1	6	15	-13	-1.2	-4	-9	21	-2	1	1
36	CCc1noc(C)c1C(=O)N1CCN(S(=O)(=O)c2cc(C)ccc2C)CC1	6	4	-10	-0.7	3	-8	10	-1	1	2
37	CCc1nnc(NC(=O)CSc2nc3cccnc3n2Cc2ccccc2)s1	-12	-34	-5	-0.7	-1	-9	3	-4	-5	2
38	CC(C)N(C(=O)CSc1n[nH]c(=O)n1CCc1ccccc1)C(C)C	5	-9	-4	0.7	-1	-7	nt	-2	2	0
39	COc1cccc(OCC(O)CN2CCN(C(c3ccccc3)c3ccccc3)CC2)c1 (centres undefined)	nt	-26	-7	0.4	-1	-19	3	7	-3	0
40	C=CCOc1ccccc1C1C2=C(CC(C)(C)CC2=O)Nc2c1c(=O)n(C)c(=O)n2C (centres undefined)	-4	0	-5	0.3	4	-8	-8	nt	-1	-1

Going on with the list:
entry	compound	MITF act	HTR5A inv ag	PvdQ acylase	CDK5 inh	HTR5A ag	dFosB act	SR-BI HDL uptake	Wnt act	V-ATPase pH	NSD2 inh
41	Cc1ccc(-c2ccc(CCC(=O)O)n2NC(=O)c2ccc([N+](=O)[O-])cc2)cc1	2	1	-14	-1.6	5	2	-7	54*	-2	6
42	O=C(c1ccc([N+](=O)[O-])cc1)N1CCC(Cc2ccccc2)CC1	0	16	-6	-0.9	-6	0	5	1	0	3
43	CCOc1ccc(Oc2ccc(NC(=O)CSc3nncn3C)cc2)cc1	7	-8	15	-0.3	3	-6	-2	-2	-8	1
44	CCOc1ccc(S(=O)(=O)N2CCCCC2)cc1NC(=O)Cc1cccc(C(F)(F)F)c1	-15	-7	-1	0.2	2	-12	-23	-2	2	0
45	CC(Sc1nnc(-c2ccccc2F)n1N)C(=O)NCC1CCCO1 (centres undefined)	-4	-15	5	1.6	6	-3	-14	-1	-2	-1
46	COc1ccc(-c2cc3ccccc3n2CC(O)CN2CCC(C)CC2)cc1 (centres undefined)	-4	-10	7	0.2	4	-5	-10	0	0	nt
47	Cc1cc(C)nc(SCC(=O)NNC(=O)c2cccs2)n1	3	0	12	2.2	0	-4	-13	-1	-4	-5
48	Cc1ccc(C(=O)NCCC(=O)N2CCC3(CC2)NCCc2[nH]cnc23)cc1	-5	-29	-17	-0.3	-1	-4	-7	2	-2	0
49	COc1ccc(NC(=O)c2sc(=S)[nH]c2N)cc1	-6	-4	2	0.2	-1	-1	4	nt	-3	11
50	CN(C)C(=O)c1ccc(-c2nnc(NCc3ccccc3)c3ccccc23)cc1	-6	-3	-4	-3.4	1	-8	70	0	-2	-1

Molecules shown so far with a CF3 group, in the order listed:
entry	compound	MITF act	HTR5A inv ag	PvdQ acylase	CDK5 inh	HTR5A ag	dFosB act	SR-BI HDL uptake	Wnt act	V-ATPase pH	NSD2 inh
35	CC(C)(C)c1cc(NC(=O)Nc2ccccc2OC(F)(F)F)no1	6	15	-13	-1.2	-4	-9	21	-2	1	1
44	CCOc1ccc(S(=O)(=O)N2CCCCC2)cc1NC(=O)Cc1cccc(C(F)(F)F)c1	-15	-7	-1	0.2	2	-12	-23	-2	2	0

Following part.
entry	compound	MITF act	HTR5A inv ag	PvdQ acylase	CDK5 inh	HTR5A ag	dFosB act	SR-BI HDL uptake	Wnt act	V-ATPase pH	NSD2 inh
51	Cc1ccc(NC(=O)c2ccc(S(=O)(=O)N3CCOCC3)cc2)nc1	1	1	1	-2.0	-7	-4	-16	nt	1	0
52	O=C(O)C(c1cccs1)C1(O)CCCCC1 (centres undefined)	5	3	-9	0.3	-1	1	-15	-2	0	-2
53	Cc1ccc(C2=NS(=O)(=O)N(C)C(C(=O)N3CCOCC3)=C2)cc1	-6	3	-3	-1.8	-1	0	-1	1	-5	nt
54	Cc1ccc2c(c1)N(CC(=O)NCCc1ccccc1)C(=O)c1cccnc1O2	2	1	10	-1.0	0	-8	5	0	-2	nt

Bioassay records from PubChem BioAssay.
